# Compound activity: PubChem BioAssay, Broad Institute
# LGR2 antag: inhibitors of bursicon-induced LGR2 CRE-luciferase signal, primary screen, cell-based, HEK293, CRE-luciferase reporter, bursicon stimulation; bursicon-stimulated, 4 h; inhibition, % at 9.99 µM; actives 0.35% (n = 380,000); AID 720647, 2013;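 active = drop in luminescence signal, shown as inhibition above about 50% in the replicate tests, limit read from the data, passing the limit was not always enough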;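 note: agonist challenge used bursicon conditioned medium at about half maximal strength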
# PGC1a acetyl inh: inhibitors of PGC1a acetylation signal, primary screen, cell-based, U2OS, AlphaScreen, inhibitor mode; AlphaScreen anti-acetyl-lysine; with virally co-expressed GCN5 acetyltransferase; inhibition, % at 15.6 µM; actives 0.17% (n = 350,000); AID 651687, 2012;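 active = every replicate shows inhibition of at least 40%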;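 note: 0% = neutral control wells and 100% = positive control wells; some results beyond the cut were filed as inactive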
# PAX8 reporter: inhibitors of PAX8-driven TPO luciferase reporter, primary screen, RMG-I cells, single concentration. AID 652154, 2013. SteadyGlo, 24 h. actives 1.2% (n = 360,000). inhibition, % at 12.6 µM;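 active = mean replicate inhibition at least 60% with every replicate also reaching 60%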;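 note: luciferase light reporting Pax8 driven TPO promoter activity; plate controls were median of neutral control wells for no effect and mitoxantrone controls for full effect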
# GSIS activator: GLuc luminescence reporter in INS-1E cells, primary screen for activators of glucose-dependent secretion of insulin | INS-1E GLuc reporter insulin secretion, 2-3 h | activation, % at 16.6 µM | actives 0.61% (n = 370,000);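 active = lowest replicate activation of at least 40%, so every replicate reaches that level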;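 note: 0% = median of neutral control wells and 100% = median of IBMX positive control wells; some compounds called inactive have numbers as strong as hits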
# Cneo AK release: Cryptococcus neoformans cell lysis inducers, primary screen, AK release luminescence, single concentration; actives 0.2% (n = 360,000); lysis activity, % at 15 µM; C. neoformans lysis, adenylate kinase release luminescence, 4 h; normalised: neutral wells 0, clomiphene wells 100;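 active = mean lysis activity across replicates of at least 80%, whatever share of replicates individually reach that level; inactive = mean lysis activity below 80%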
#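 Schedule: static 4 h at 37 °C with compound, 1 h detection; system: C. neoformans cells; benchmarks: Clomiphene as positive control; buffer or medium: fresh YPD medium; measure: luminescence rise reflecting yeast cell lysis; measured by: luminescent adenylate kinase detection reagent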
# ARNT-TACC3 inh: disruptors of ARNT/TACC3 protein interaction, primary screen, biochemical, AlphaScreen, single concentration. Transforming acidic coiled-coil-containing protein 3 (Homo sapiens), Q9Y6A5. AlphaScreen His-ARNT PAS-B/GST-TACC3 binding, luminescence; TACC3 fragment carries E629A point mutation. actives 0.66% (n = 390,000). inhibition, % at 9.99 µM;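 active = mean inhibition of replicates at least 50% and at least half of replicates each reaching 50%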;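 note: 0% = complete ARNT plus TACC3 wells and 100% = ARNT alone without TACC3; many hits fall short of the cut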
# Statin myotox sup: suppressors of statin myotoxicity in C2C12 myotubes, primary screen, cell-based, single point, plate reader. C2C12 myotubes + simvastatin, ATP luminescence, 48 h; scaled: DMSO 0, geranylgeraniol control 100. rescue of ATP level, % at 7.49 µM. actives 0.78% (n = 330,000);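 active = mean ATP rescue above about 67%, or every replicate alone reaching that limit, limit read from the data, passing the limit was not always enough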;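 note: myotubes were challenged with 10 µM simvastatin during compound exposure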
# PglD inh: C. jejuni PglD acetyltransferase inhibitors, primary screen, biochemical, DTNB colorimetric, single point | actives 0.098% (n = 360,000) | inhibition, % at 12.5 µM | UDP-N-acetylbacillosamine N-acetyltransferase PglD (Campylobacter jejuni) | purified PglD enzyme, DTNB colorimetric CoA detection | AID 602405, 2012; in the data active = inhibition above about 16%, passing the limit was not always enough; note: strong numbers were not always called active
# Starred values were filed as active, the others as inactive; / = no result given.
SMILES,LGR2 antag,PGC1a acetyl inh,PAX8 reporter,GSIS activator,Cneo AK release,ARNT-TACC3 inh,Statin myotox sup,PglD inh
COc1ccc(C(CNC(=O)c2cc(S(=O)(=O)Nc3cccc(C)c3)ccc2C)N2CCCC2)cc1 (stereo not drawn),3,-17,8,-35,-2,10,-16,-2
CCC(=O)Nc1ccc2c(c1)C(=O)N(C)C[C@H](OC)[C@H](C)CN(Cc1ccccc1F)[C@H](C)CO2,-11,-17,-9,3,4,0,-2,-1
Cc1ccc(C(=O)CSc2nc(C)cc(C)c2C(N)=O)cc1,-22,12,/,13,0,-1,2,3
COc1ccc(CCNC(=O)COC(=O)/C=C/c2ccc(OC)c(OC)c2)cc1,6,/,10,25,/,1,/,/
O=C(c1ccc(Cn2c(=S)[nH]c3cc4c(cc3c2=O)OCO4)cc1)N1CCN(c2ccccc2)CC1,8,/,17,7,/,-1,/,/
COc1cccc(/C=N/NC(=O)CC(=O)NCCc2ccc(OC)c(OC)c2)c1,/,/,/,/,-1,-1,1,-4
Cc1cccc(C(=O)NNC(=O)c2ccccc2[N+](=O)[O-])c1,-6,/,-19,/,0,-1,-10,-3
COc1ccc(CCNC(=O)CCCCCN2C(=O)c3ccccc3C2=O)cc1,/,-20,/,/,0,/,-1,-4
Cc1cccc(C(C)C)c1NC(=O)c1cc2ccccc2o1,5,8,-14,-7,-2,-23,-8,12
O=C(CCC(=O)c1ccc[nH]1)c1ccc(Cl)cc1,/,2,-145,5,1,1,6,-8
Cc1nc(S/C(C(=O)O)=C2/C(=O)Nc3ccccc32)n[nH]1,4,/,25,-3,/,2,/,/
CC1=Nc2ccc(Br)cc2C(c2ccccc2)N1CC(=O)NN (stereo not drawn),18,-3,11,-11,/,1,/,/
CNC(=O)c1cc2c(ccc3ccccc32)o1,-10,/,-18,0,/,-2,/,/
CCC(=O)N(C)C[C@H]1Oc2ncc(C#CCc3ccccc3)cc2C(=O)N([C@@H](C)CO)C[C@H]1C,-12,-15,-17,-7,/,/,/,/
COC(=O)N/N=C/c1cn(CCOc2cccc(OC)c2)c2ccccc12,-10,7,9,-17,-1,-5,-1,0
COCCNC(=O)C(c1ccc(C)o1)N(Cc1ccccc1)C(=O)Cn1nnc2ccccc21 (stereo not drawn),/,13,12,/,0,1,/,-3
S=C(NCCC1=CCCCC1)Nc1ccccc1,/,/,/,/,4,-4,0,-4
COc1ccccc1-c1nc(SCC(=O)Nc2ccccc2)n[nH]1,-1,/,9,-5,2,-8,7,0
COc1cccc(CN(C)C(=O)c2cc(S(=O)(=O)N3CCCC3)ccc2C)c1OC,-2,-1,8,-18,1,-3,-4,4
CCc1nc2ccc(C(=O)Nc3cccc(OCC(=O)N(C)C)c3)cn2c1N(CC)CCOC,-8,4,8,10,2,/,-26,0
Cc1nc(NC(=O)c2ccc3c(c2)OCCO3)ccc1Br,-47,/,-186,0,-5,4,-10,-6
COc1ccc2c3c(n(C)c2c1)[C@H](CO)N(C(=O)C1CC1)CC31CN(Cc2ccccc2OC)C1,-14,4,22,14,/,/,/,/
CCCN1[C@@H]2c3ccc(-c4ccncc4)c(=O)n3C[C@@H]2[C@@H](CO)[C@@H]1C(=O)N1CCOCC1,-8,/,1,-4,-1,-5,-7,1
CCOC(=O)c1sc(N)c(C(=O)OC)c1C,-56,1,-55,16,/,-8,/,/
Fc1cccc(F)c1-c1nc(-c2ccncc2)no1,-79,/,-131,18,0,-8,1,-1

# Continued, overlapping the part above by 4 compounds.
SMILES,LGR2 antag,PGC1a acetyl inh,PAX8 reporter,GSIS activator,Cneo AK release,ARNT-TACC3 inh,Statin myotox sup,PglD inh
COc1ccc2c3c(n(C)c2c1)[C@H](CO)N(C(=O)C1CC1)CC31CN(Cc2ccccc2OC)C1,-14,4,22,14,/,/,/,/
CCCN1[C@@H]2c3ccc(-c4ccncc4)c(=O)n3C[C@@H]2[C@@H](CO)[C@@H]1C(=O)N1CCOCC1,-8,/,1,-4,-1,-5,-7,1
CCOC(=O)c1sc(N)c(C(=O)OC)c1C,-56,1,-55,16,/,-8,/,/
Fc1cccc(F)c1-c1nc(-c2ccncc2)no1,-79,/,-131,18,0,-8,1,-1
O=C(NCc1ccccc1)c1c(O)c2cccc3c2n(c1=O)CCC3,/,/,/,/,4,-3,6,0
Cc1ccc(S(=O)(=O)CC(=O)Nc2nnc(C(C)C)s2)cc1,-3,/,-18,-11,2,-6,5,1
Brc1ccc(CSc2nnc(-c3ccccn3)n2Cc2ccco2)cc1,15,8,/,-13,8,19,13,0
O=C(Nc1ccc(Cl)cc1)NN1CCCCCC1,-53,-8,-71,-27,6,-4,-3,1
COc1ccc(C)cc1S(=O)(=O)N1CCCC(C(=O)NCc2ccccn2)C1 (stereo not drawn),-7,/,10,7,-1,-5,11,-1
CCOC(=O)C1=C(N)OC2=C(C(=O)CC(C)(C)C2)C1c1cc(CSc2nnnn2C)cs1 (stereo not drawn),-6,-6,2,-12,/,2,/,/
C[C@H](CO)N1C[C@H](C)[C@@H](CN(C)C(=O)c2ccccc2)Oc2ncc(C3=CCCC3)cc2C1=O,13,-15,/,2,55,3,12,1
Cc1ccc(C(=O)N2CCN(CCNC(=O)C(=O)NC(C)C)CC2)cc1,-8,2,0,-4,/,-7,/,/
Cc1nc2ccccn2c1-c1nnco1,-15,9,/,18,0,3,72*,-3
CCN(C(=O)COC(=O)c1cc2c(s1)CCCC2)c1c(N)n(Cc2ccccc2)c(=O)[nH]c1=O,7,/,-6,-9,-1,0,-5,-6
Cn1c(=O)c2c(ncn2CCOc2cccc(Br)c2)n(C)c1=O,-1,9,35,12,-3,1,-11,-6
CC(=O)OC1CC(C)(C)N(OC(=O)c2ccc(N)cc2)C(C)(C)C1,/,8,/,/,-1,-7,/,-5
C[C@H]1CN([C@@H](C)CO)S(=O)(=O)c2ccc(C#Cc3ccc(F)cc3)cc2O[C@H]1CN(C)CC1CC1,11,/,/,2,0,11,-1,0
CCCNC(=O)N1C[C@@H]2[C@H](c3ccccc31)[C@@H](CO)N2C(=O)c1ccncc1,3,4,-1,0,0,0,-5,2
CC(C)COc1ccc(-c2nn(-c3ccccc3)cc2/C=C2/SC(=S)N(CC(=O)O)C2=O)cc1,6,-1,-8,-3,-5,5,5,-13
O=C(CSc1nc2ccccc2o1)Nc1nc2ccc(Br)cc2s1,/,-15,/,/,-4,-17,-1,-7
COc1cc(OC)cc(-c2nnc(SCc3cccnc3)o2)c1,-7,/,/,0,0,-46,4,2
NN(Cc1ccccc1)C(=S)Nc1ccc(Cl)c(Cl)c1,-5,/,-2,-3,0,/,-19,-3
COc1cc(N2C(=O)CSC23C(=O)Nc2ccccc23)cc(OC)c1OC (stereo not drawn),/,-20,7,/,1,/,9,1
Cc1cccc(C)c1NC(=O)CNCC(=O)N(C)C,34,-14,-2,/,2,-12,7,5
C[C@H](CO)N1C[C@H](C)[C@H](CN(C)C(=O)c2ccncc2)Oc2ncc(/C=C/c3ccccc3)cc2C1=O,5,-5,/,0,-2,-4,/,3
Cc1cc(C(=O)Nc2cccc3c2O[C@H](CN(C)C(=O)Nc2cccc4ccccc24)[C@@H](C)CN([C@@H](C)CO)C3=O)n(C)n1,15,11,27,3,/,/,-13,/
O=c1cc(CO)occ1OCc1c(F)cccc1Cl,-24,-1,-7,-5,0,-4,-1,-1
CCOC(=O)C1=CN(C)C=C(C(=O)OCC)C1c1ccsc1,-3,/,/,3,2,-25,1,-5
COCC(=O)N1[C@@H](CO)[C@H](c2ccc(-c3cccc(OC)c3)cc2)C12CN(C(C)=O)C2,12,0,-16,-6,/,/,/,/
# Going on with the list.
SMILES,LGR2 antag,PGC1a acetyl inh,PAX8 reporter,GSIS activator,Cneo AK release,ARNT-TACC3 inh,Statin myotox sup,PglD inh
C[C@@]12CCC3[C@@](CCC4[C@@]3(C)CCC[C@@]4(C)C(=O)N3CCOCC3)(CC1=O)C2 (stereo partly drawn),-8,1,-14,-1,-1,7,-2,2
NS(=O)(=O)c1cc2c(cc1Cl)NC(C(Cl)Cl)NS2(=O)=O (stereo not drawn),-2,-11,5,8,6,-21,-1,5
C[C@@H]1CCCCO[C@H](CN(C)S(=O)(=O)c2ccccc2)[C@@H](C)CN([C@@H](C)CO)C(=O)c2cc(NC(=O)Nc3ccc(F)cc3)ccc2O1,7,0,-9,-1,2,-2,/,4
C[C@H]1CN([C@@H](C)CO)C(=O)Cc2cc(NC(=O)Nc3cccc4ccccc34)ccc2O[C@H]1CN(C)Cc1ccc2c(c1)OCO2,-1,2,18,-20,-1,-1,-34,-3
COCCNc1nnc(SCC(=O)NNC(=O)c2ccc([N+](=O)[O-])cc2)s1,-2,/,11,-7,2,0,11,-3
CN(C)C(=O)c1ccc(-c2ccc([C@H]3[C@@H](C#N)N(C(=O)C4CCCC4)[C@H]3CO)cc2)cc1,10,4,14,11,-4,-2,-7,3
CC(C)CC#Cc1cnc2c(c1)C(=O)N([C@H](C)CO)C[C@@H](C)[C@@H](CN(C)S(=O)(=O)c1ccccc1)O2,-16,-2,-5,-5,-3,1,-9,-2
C[C@H]1CN([C@@H](C)CO)C(=O)c2cccc(NS(=O)(=O)c3cn(C)cn3)c2O[C@@H]1CN(C)S(=O)(=O)c1cccs1,10,-4,-11,20,0,/,-3,-2
OCCNc1cc(Cl)ncn1,-9,/,8,13,/,-1,/,/
O=C(NCCN1CCN(C(=O)c2ccc([N+](=O)[O-])cc2)CC1)C(=O)Nc1ccc(F)cc1,-4,-5,8,-18,1,-46,/,2
COc1cc2ccc3c(CCN(C)C)cc(OC)c(OC)c3c2cc1OC,13,/,-11,7,-1,6,-9,16
CCOC(=O)CCC(NC(=O)c1ccc(Nc2nc3ccccc3nc2C(=O)OCC)cc1)C(=O)OCC (stereo not drawn),24,1,8,52,/,-5,/,/
O=C(COC(=O)c1ccccc1O)NC(=O)c1ccc(OC(F)F)cc1,-8,11,-13,11,2,-3,2,-7
Cc1cc(C(=O)NNC(=O)/C=C/c2ccccc2Cl)c(C)o1,6,2,7,6,8,-2,-7,2
COc1cc2c(=O)n(CC3CCCO3)c(=O)n(CC(=O)Nc3ccc(F)cc3F)c2cc1OC (stereo not drawn),12,-1,13,-3,3,14,6,0
CC(=O)NC1C(OCc2ccccc2)OC2COC(c3ccccc3)OC2C1OCC(=O)O (stereo not drawn),11,10,-6,-8,1,2,6,8
CSc1ccc(S(=O)(=O)NCc2ccc(Cl)cc2Cl)cc1,-5,-20,/,-15,-1,-2,2,-4
COc1cc(/C(C)=N/NC(=O)c2cccc(S(=O)(=O)N3CCCC3)c2)cc(OC)c1OC,-5,-7,0,8,1,4,1,-3
CCOC(=O)[C@@H]1[C@H]2COc3cc(OC)ccc3[C@@H]2N2C(=O)N(c3ccc(OC)cc3)C(=O)[C@@]12C,0,-2,0,-17,3,-1,13,-1
COc1nc(OC)nc(N2CCCCCC2)n1,2,0,/,/,-1,-6,3,0
CC(C)C#Cc1cnc2c(c1)C(=O)N([C@@H](C)CO)C[C@@H](C)[C@@H](CN(C)C(=O)CCN1CCCCC1)O2,-2,2,/,11,51,-1,15,-1

# Outcome played no part in choosing rows. About 2.9% of those tested had a hit in this group.
